Screens (PubChem)
TrxR1 substrate: qHTS Assay for Substrates of Mammalian Selenoprotein Thioredoxin Reductase 1 (TrxR1): qHTS. Thioredoxin reductase 1, cytoplasmic (Rattus norvegicus), O89049. purified TrxR1 substrate turnover, NADPH consumption readout. Potency, µM (titrated, usually from 114 µM), for inactives: top-dose activity change, negative = substrate turnover. 390,000 tested, 0.01% active; note: potency is the fitted concentration of half-maximal effect; % is set by controls: 0 for no effect and ±100 for the full control effect; nearly all actives have a fitted effect of over 50% in size
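Rat TrxR1, dispensed at 90 nM, was prereduced with 400 uM NADPH (final) for 5 min at ~22 deg C, then incubated with compound 15 min before 400 uM selenite. A first-read NADPH fluorescence drop versus no-compound background flagged substrates.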
PI4K2A inh: qHTS for small molecular inhibitors of PI4K2A; activity change, negative = inhibition, % at 76.9 µM; 420,000 tested, 0.13% active; purified PI4K2A, ADP-Glo luminescence, 1 h; hits give low values; in the data active = activity change below about -50%; inconclusive = mostly about -30% to -49%;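 note: -100% = wells without enzyme as full effect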
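ADP-Glo luminescence measured ADP generated by PI4K2A enzyme (4 ug/mL before mixing) with 1.2 mM PI substrate (pre-mix) and 300 microM ATP (pre-mix). Tris pH7.5 buffer with MgCl2, Triton X-100; 1 h reaction at ambient temperature.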
rTrxR1 inhibitor: qHTS Assay for Inhibitors of Mammalian Selenoprotein Thioredoxin Reductase 1 (TrxR1): qHTS | 390,000 tested, 1% active | AID 588453, 2011 | recombinant rTrxR1, NADPH fluorescence consumption, selenite substrate | Thioredoxin reductase 1, cytoplasmic (Rattus norvegicus), O89049 | Potency, µM (highest dose often 114 µM), inactives show at the highest dose activity change, negative = inhibition, most hits filed as inhibitors; note: potency is the fitted concentration of half-maximal effect; % is set by controls: 0 for no effect and ±100 for the full control effect; nearly all actives have a fitted effect of over 65% in size
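Rat TrxR1 (90 nM in the dispensed reagent) was pre-reduced with 400 uM NADPH for 5 min at room temperature, then incubated with compound for 15 min. After 400 uM selenite was added, NADPH fluorescence (Ex 340/Em 450 nm) was followed for 8 min.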
TRHR enhancer: qHTS for Small Molecule Agonists and Allosteric Enhancers of Human TRH Receptor: Primary Screen for Enhancers. enhancement, % at 2 µM. AID 493056, 2011. 360,000 tested, 0.66% active. TRHR cells, fluo-8 calcium fluorescence, EC20 TRH enhancement; in the data active = enhancement above about 30%; note: 0% is about no effect
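TRHR-expressing cells loaded with fluo-8 calcium dye were read kinetically (ex 480/em 530) during compound addition, then stimulated with an EC20 of TRH (10 nM final). Enhancement of the Gq-mediated intracellular calcium response was scored.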
TRHR agonist: qHTS for Small Molecule Agonists and Allosteric Enhancers of Human TRH Receptor: Primary Screen for Agonists. Thyrotropin-releasing hormone receptor (Homo sapiens), P34981. TRHR cells, calcium flux fluo-8, FDSS agonist mode. activation, % at 2 µM. 360,000 tested, 0.18% active. AID 493084, 2011; in the data active = activation above about 30%; note: 0% is about no effect
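Fluo-8-loaded TRHR cells; 10 s baseline, compound added, kinetic Ca2+ fluorescence read 1/s, agonist mode.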
mIDH1 inhibitor: qHTS for Inhibitors of mutant isocitrate dehydrogenase 1 (IDH1): qHTS | AID 602179, 2012 | Potency, µM (highest dose often 76.6 µM), without a hit: at the highest dose activity change, negative = inhibition, actives largely listed as inhibitors | 390,000 tested, 0.093% active | IDH1-R132H enzyme, NADPH consumption, diaphorase/resazurin fluorescence | Isocitrate dehydrogenase [NADP] cytoplasmic (Homo sapiens), O75874; note: potency is the fitted concentration of half-maximal effect; % is set by controls: 0 for no effect and ±100 for the full control effect; nearly all actives have a fitted effect of over 65% in size
Target sequence (O75874 whole entry R132H, stated change not applied): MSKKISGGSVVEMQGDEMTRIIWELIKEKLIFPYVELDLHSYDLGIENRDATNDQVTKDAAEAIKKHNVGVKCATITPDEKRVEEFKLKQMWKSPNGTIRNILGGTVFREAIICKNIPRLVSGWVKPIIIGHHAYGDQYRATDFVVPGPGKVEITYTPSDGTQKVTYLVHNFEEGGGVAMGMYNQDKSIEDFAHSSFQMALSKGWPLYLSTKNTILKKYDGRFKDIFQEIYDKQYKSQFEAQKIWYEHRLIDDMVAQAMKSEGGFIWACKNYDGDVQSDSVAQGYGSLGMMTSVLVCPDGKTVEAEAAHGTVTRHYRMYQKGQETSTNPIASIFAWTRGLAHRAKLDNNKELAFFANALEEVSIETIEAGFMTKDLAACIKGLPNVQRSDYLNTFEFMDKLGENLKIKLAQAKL
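IDH1-R132H (0.5 ug/mL) preincubated 30 min with compound, then NADPH (0.016 mM) and alpha-KG (2 mM) added; 80 min at RT, pH 7.5. Remaining NADPH coupled via diaphorase/resazurin to fluorescence (540/590 nm); concentration-response curves normalized to no-enzyme control.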
D2 ag: HTS Assay for Allosteric Agonists of the Human D2 Dopamine Receptor: Primary Screen for Agonists. HEK293 T-REx D2 cells, calcium flux agonist mode. activation, % at 2 µM. 340,000 tested, 0.53% active. AID 485358, 2010;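 active = activation over 3 SD above normal in the single-dose calcium agonist read, cut at about 30% in these data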; note: 0% is about no effect
Target sequence (P14416 whole entry, looked up): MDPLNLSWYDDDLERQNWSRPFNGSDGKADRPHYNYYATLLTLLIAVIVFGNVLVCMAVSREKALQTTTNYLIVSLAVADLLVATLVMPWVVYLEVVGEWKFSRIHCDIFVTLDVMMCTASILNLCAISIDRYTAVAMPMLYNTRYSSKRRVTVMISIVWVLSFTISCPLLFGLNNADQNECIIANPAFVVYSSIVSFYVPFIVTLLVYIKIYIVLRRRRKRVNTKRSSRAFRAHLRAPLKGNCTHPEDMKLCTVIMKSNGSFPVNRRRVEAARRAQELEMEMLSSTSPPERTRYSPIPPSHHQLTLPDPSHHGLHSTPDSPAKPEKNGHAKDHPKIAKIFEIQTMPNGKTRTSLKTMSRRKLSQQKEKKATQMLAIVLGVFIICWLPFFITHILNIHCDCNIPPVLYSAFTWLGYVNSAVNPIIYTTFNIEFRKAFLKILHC
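Agonism is scored from calcium flux in a force-coupled, inducible HEK293 cell line expressing D2, read kinetically for 180 s after compound addition against dopamine controls.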
D2 antagonist: HTS Assay for Allosteric Antagonists of the Human D2 Dopamine Receptor: Primary Screen for Antagonists. D(2) dopamine receptor (Homo sapiens), P14416. AID 485344, 2010. HEK293 TREx D2 cells, calcium flux, dopamine EC80. 340,000 tested, 2% active. inhibition, % at 10 µM; in the data active = inhibition above about 30%; note: 0% is about no effect
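Inhibition of EC80 dopamine-driven calcium flux, recorded kinetically, defines activity here; cells are a tetracycline-induced HEK293 T-REx line expressing force-coupled D2.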
USP1 inh: Inhibitors of USP1/UAF1: Primary Screen; Ubiquitin carboxyl-terminal hydrolase 1 (Homo sapiens), O94782; Potency, µM (top dose mostly 57.1 µM), without a hit: top-dose activity change, negative = inhibition, most hits filed as inhibitors; recombinant USP1/UAF1, Ub-Rhodamine cleavage fluorescence; AID 743255, 2014; 390,000 tested, 0.23% active; note: potency is the fitted concentration of half-maximal effect; % is set by controls: 0 for no effect and ±100 for the full control effect; nearly all actives have a fitted effect of over 60% in size; inactives centre near -12
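In this screen, compounds sit with the deubiquitinase complex (1nM) for 15 min at room temperature before Ub-Rho is added at 150nM final. Fluorescence rise is then followed for 6 reads every 60 seconds.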
Starred values were filed as active, the others as inactive; ? = inconclusive; . = no result given; & = joins results of further samples; [ ] = another dose, or the depositor's remark. Unless noted, calls come from the whole dose curve; as a rule, active = well fitted inhibition curve with a large enough effect; inconclusive = small, poorly fitted or top-dose-only effect; inactive = no such curve, though single readings can be large or run the other way.

structure	TrxR1 substrate	D2 ag	USP1 inh	TRHR enhancer	TRHR agonist	rTrxR1 inhibitor	PI4K2A inh	mIDH1 inhibitor	D2 antagonist
Cc1ccc2c(c1)N(CCC(=O)NCc1ccc(F)cc1)C(=O)CO2	3.4%	-0.2	-14.0%	-2.8	0.2	9.0%	-1.2	18.4%	.
COC(=O)CSc1nnc2c3c4c(sc3nc(-n3nc(C)cc3C)n12)COC(C)(C)C4	18.1%[57.1 µM]	0.2	-19.7%	1.9	0.1	17.9%[57.1 µM]	6.1	2.5%	-13.9
NC(=O)C1CC(=O)N(c2ccc(OCc3ccc([N+](=O)[O-])cc3)cc2)C1 (centres undefined)	11.0%[57.1 µM]	-0.3	-6.4%	0.5	0.1	17.5%[57.1 µM]	-0.2	6.1%	-12.2
NS(=O)(=O)c1cnccc1Nc1cccc(Br)c1	0.4%[57.1 µM]	.	-7.4%	.	.	5.0%[57.1 µM]	-4.3	7.9%	.
CCCCCC(C)NC(=O)CN1C(=O)NC(C)(c2ccc3ccccc3c2)C1=O (centres undefined)	-7.1%	2.0	-19.0%	19.6	2.0	-6.7%	2.0	2.8%	-8.7
CN(C(=O)c1cccc(N2C(=O)C3CC=CCC3C2=O)c1)C1CCCCC1 (centres undefined)	9.0%[57.1 µM]	-1.2	-17.5%	-1.8	1.5	8.7%[57.1 µM]	3.9	1.5%	3.1
CCCS(=O)(=O)N1CCCC(C(=O)NCCN(Cc2ccccc2)C(C)C)C1 (centres undefined)	4.9%[57.1 µM]	0.2	-8.6%	-10.1	-0.5	-6.4%[57.1 µM]	-4.0	3.0%	2.0
CCc1ccc(-c2cc(C(=O)NCc3ccco3)c3ccccc3n2)s1	81.6%[activator][57.1 µM]	0.4	-8.8%	-1.8	-0.8	-4.5%[57.1 µM]	-13.1	6.3%	4.8
COc1ccc(NC(=O)COC(=O)CCCN2C(=O)c3ccccc3C2=O)cc1Cl	-6.4%	.	-14.4%	-0.5	-0.7	-1.1%	38.4	-5.6%	.
CC(=NN(Cc1ccccc1)c1ccccc1)c1ccccc1	-16.5%	.	-3.1%	.	.	-14.7%	6.2	7.5%	.
CC1(C)C2CCC1(CS(=O)(=O)Nc1ccc(S(=O)(=O)N3CCCCC3)cc1)C(=O)C2 (centres undefined)	-2.9%	0.4	-16.3%	-2.9	0.2	3.6%	-0.4	4.6%	6.7
CC(/C=N/Nc1nnc(C)c(=O)[nH]1)=C\c1ccccc1	1.1%	-0.5	9.0%	-6.8	0.1	14.1%	-2.0	3.6%	3.3
CCN1CCN(C(=O)CSc2cc(=O)n(C)c3ccccc23)CC1	2.8%[57.1 µM]	0.4	-1.7%	1.0	0.2	7.4%[57.1 µM]	28.7	8.9%	-4.2
CCCN(CCC)CCCNC(=O)c1ccc2c(Cl)c3c(nc2c1)CCC3	9.7%[57.1 µM]	-0.4	-6.8%	-2.5	0.4	-5.2%	3.3	-0.5%	-1.0
COc1cccc(/C=N/NC(=O)CCCc2ccc(OC)c(C)c2)c1	-8.5%	-0.5	-8.9%	8.8	-0.1	?	2.4	14.5%	-29.5
COc1ccc(S(=O)(=O)N2CCCCC2C(=O)O)cc1 (centres undefined)	5.9%	-0.2	-4.5%	-9.1	-1.1	8.8%	-0.5	-1.6%	-17.2
CC(C)c1ccc(C2NC(=S)NC3=C2C(=O)CCC3)cc1 (centres undefined)	-10.8%	2.3	-4.6%	-1.8	0.1	-16.4%	3.8	1.3%	11.1
CCOc1ccc(S(=O)(=O)Nc2cnc3ccccc3c2)cc1	5.5%[57.1 µM]	2.1	-11.4%	2.3	0.3	7.8%[57.1 µM]	-1.0	-4.9%	2.9
CC(=O)c1cc(-c2ccccc2)n(CC(=O)Nc2cccc(C)c2C)c1C	5.5%	0.5	-13.9%	1.2	0.7	?	-5.4	-3.4%	0.2
CC(C)Cn1c(CNC(=O)c2ccccc2)nc2ccccc21	-6.7%	-0.1	-16.3%	-0.6	-0.3	-1.7%	2.3	6.6%	-9.4
Cc1cc(C(F)(F)F)nc(NCc2cccnc2)n1	10.2%	-0.5	1.1%	1.5	0.1	15.6%	3.7	0.9%	-9.9
CCNC(=S)N/N=C/c1c(Cl)cccc1Cl	2.3%	0.3	-20.0%	0.3	-0.4	16.2%	-6.9	-0.6%	-6.7
Cc1c(NC(=O)c2nn3c(C(F)(F)F)cc(-c4ccccc4)nc3c2Br)c(=O)n(-c2ccccc2)n1C	-10.4%	0.0	-2.9%	-1.6	-0.1	-7.5%	4.0	0.2%	10.7
Cc1cc(S(=O)(=O)N2CCN(c3c(C)cccc3C)CC2)ccc1F	11.0%[57.1 µM]	0.2	-17.8%	3.8	0.4	18.1%[57.1 µM]	3.5	-0.5%	-11.6
COc1ccc(C(=O)NCc2cccnc2)cc1S(=O)(=O)N1CCCc2ccccc21	4.2%[57.1 µM]	-0.3	2.5%	-7.1	-0.2	0.1%[57.1 µM]	-4.3	-2.4%	1.2

More results follow:
structure	TrxR1 substrate	D2 ag	USP1 inh	TRHR enhancer	TRHR agonist	rTrxR1 inhibitor	PI4K2A inh	mIDH1 inhibitor	D2 antagonist
COCCCN(C(=O)Cc1ccc(S(=O)(=O)N2CCOCC2)s1)c1c(N)n(Cc2ccccc2)c(=O)[nH]c1=O	0.4%	.	-24.5%	.	.	1.1%	-3.8	1.6%	.
CCN(CC)CCOCCOC(=O)C1(c2ccccc2)CCCC1	8.3%[57.1 µM]	.	17.8%	.	.	14.4%[57.1 µM]	-3.0&-2.3&1.8	-9.6%	.
Cc1ccc(Cn2c(SCC(=O)Nc3cc(C)on3)nc3ccccc3c2=O)cc1	13.1%[57.1 µM]	-1.6	-21.1%	5.6	-0.4	15.0%[57.1 µM]	-6.7	-1.8%	-27.3
C/C=C/c1ccc(OCCCCOc2ccccc2F)c(OC)c1	-0.2%	.	-22.2%	-3.7	1.9	4.4%	0.3	1.2%	.
COc1cc(C(=O)NCC(c2cccnc2)N2CCN(C)CC2)cc(OC)c1OC (centres undefined)	-1.8%	0.3	-1.7%	-1.2	0.3	9.5%	-1.3	3.2%	-7.2
C[C@H](NC(=O)c1cc2cc(Cl)ccc2n1C)C(=O)N[C@@H](Cc1ccccc1)C(=O)O	9.1%	.	-11.4%	6.0	-0.9	12.8%	1.7	-0.5%	.
c1ccc(CCNCCCOc2cccc3ccccc23)cc1	1.8%	0.6	-5.3%	6.9	2.1	23.2%	3.6	0.0%	35.2*
COc1ccc(-n2c(-c3ccc(Br)cc3)c[n+]3c2CCCCC3)cc1	3.0%	1.4	-10.9%	-7.8	0.3	14.7%[57.1 µM]	1.2	9.9%	-13.5
Cc1ccc(-c2nn(-c3ccccc3)cc2C(=O)Nc2cccc(S(=O)(=O)N3CCOCC3)c2)cc1	-5.6%	1.5	-6.2%	-1.7	1.0	1.3%	1.5	0.6%	10.1
CCn1c(SCC(=O)NCc2ccco2)nc2c1c(=O)n(C)c(=O)n2C	-1.7%	1.6	-7.0%	1.9	0.7	7.7%	4.0	5.6%	-1.3
Cc1ccc(C)c(NC(=O)Cn2cnc3nc4c(cc3c2=O)CCCC4)c1	10.3%[57.1 µM]	-0.7	?	-2.4	0.4	23.7%[57.1 µM]	-2.7	17.2%	.
O=C(NN=C1CCCC1)c1ccccc1OCc1ccc(Cl)cc1	-1.9%	-0.7	-13.1%	-8.7	-0.6	14.9%	1.4	-12.0%	8.1
Cc1c(NC(=O)c2cc3nc(-c4ccccc4)cc(C)n3n2)c(=O)n(-c2ccccc2)n1C	12.7%[57.1 µM]	-0.2	-8.7%	-1.6	-0.5	6.2%[57.1 µM]	-1.1	-0.8%	11.8
Cc1ccc(C(=O)OCc2cn(-c3ccccc3)nn2)cc1	-4.8%	-2.3	-6.0%	5.2	-0.6	19.5%[57.1 µM]	-6.4	12.5%	-9.1
Cc1cc(C)c2cc(C)c3nnc(SCC(=O)NCc4ccc5c(c4)OCO5)n3c2c1	0.9%[57.1 µM]	-0.7	-17.2%	-2.9	0.0	10.0%[57.1 µM]	-12.4	1.9%	1.8

Profiles from above.
Record of Cc1c(NC(=O)c2cc3nc(-c4ccccc4)cc(C)n3n2)c(=O)n(-c2ccccc2)n1C : TrxR1 substrate = 12.7%[57.1 µM]; D2 ag = -0.2; USP1 inh = -8.7%; TRHR enhancer = -1.6; TRHR agonist = -0.5; rTrxR1 inhibitor = 6.2%[57.1 µM]; PI4K2A inh = -1.1; mIDH1 inhibitor = -0.8%; D2 antagonist = 11.8
Record of Cc1ccc(C)c(NC(=O)Cn2cnc3nc4c(cc3c2=O)CCCC4)c1 : TrxR1 substrate = 10.3%[57.1 µM]; D2 ag = -0.7; USP1 inh = ?; TRHR enhancer = -2.4; TRHR agonist = 0.4; rTrxR1 inhibitor = 23.7%[57.1 µM]; PI4K2A inh = -2.7; mIDH1 inhibitor = 17.2%; D2 antagonist = .

Compounds as they come (roughly 3.9% active in at least one column).
